DLD1 CTGF mRNA = YAP1 pathway inhibitors via CTGF transcript, primary screen, DLD1 colon cancer cells, RT-qPCR, single point (AID 743449); inhibition, % at 12.5 µM; DLD1 CTGF mRNA qPCR, 24 h; stronger effect = higher value; actives 0.9% (n = 9,900);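 active means mean normalized replicate activity at least 50 and at least half of replicates each reaching 50; inconclusive means only one of the two criteria met; inactive means neither criterion met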;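 further: 0% = neutral control wells and 100% = dasatinib control wells; higher means stronger suppression of CTGF expression like dasatinib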
Pax4 mRNA alpha TC1 = activators of Pax4 gene expression, primary screen, RT-PCR, mouse alpha TC1 cells, single point (AID 1053180) | mouse alpha TC1 cells, Pax4 mRNA qPCR, 6 days; stronger effect = higher value; 100% = Pax4 plasmid added at qPCR | activation, % at 10 µM | actives 0.2% (n = 9,600);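 active means highest normalized replicate activity of 15 or more, or at least half the replicates reach 15 or more; inactive means neither condition met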;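 further: pax4 Ct normalized to GAPDH with activation seen as lower delta delta Ct; plate controls were plate neutral control wells for no effect and Pax4 plasmid positive control for full effect; each compound tested in two replicate wells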
Starred values were filed as active, the others as inactive; ? = inconclusive; nt = not tested or not shown.

compound	DLD1 CTGF mRNA	Pax4 mRNA alpha TC1
COc1ccc2c3c([nH]c2c1)[C@H](CO)N(C(=O)CC1CC1)CC31CCN(C(=O)c2ccccc2)CC1	2.8	0.0
CO[C@@H]1CC[C@H]2CCOc3c(C#N)cccc3C(=O)N(C)C[C@@H](c3ccccc3)CC(=O)N(C)C[C@H]1O2	2.9	0.0
C[C@H](CO)N1C[C@H](C)[C@@H](CN(C)C(=O)c2cnccn2)Oc2cc(C#CCC3CCCC3)ccc2S1(=O)=O	15.2	0.0
Cc1ccc(S(=O)(=O)Nc2ccc3c(c2)C(=O)N(C)[C@@H]2CC[C@H](CC(=O)NCCc4ccncc4)O[C@@H]2CO3)cc1	6.2	0.0
CO[C@H]1CN(C)C(=O)c2cc(NC(=O)NC(C)C)ccc2OC[C@@H](C)N(C(=O)CN(C)C)C[C@H]1C	19.8	0.0
O=C(O)[C@H]1[C@H](CO)[C@H]2Cn3c(ccc(-c4ccccc4F)c3=O)[C@H]2N1Cc1ccccc1	10.7	0.0
CN1C(=O)c2cc(NC(=O)c3ccc4c(c3)OCO4)ccc2OC[C@H]2O[C@H](CC(=O)O)CC[C@H]21	4.0	0.0
CO[C@@H](CN(C)C(=O)Nc1ccc(Cl)cc1)[C@H](C)CN(Cc1ccccc1Cl)[C@H](C)CO	6.4	0.0
O=C(Nc1ccc(F)cc1)N1[C@H](CO)[C@@H]2c3ccccc3NC[C@@H]21	-6.8	0.0
CCS(=O)(=O)N(C)C[C@H]1[C@@H](c2ccccc2)[C@@H](CO)N1C(=O)CN(C)C	2.0	0.0
O=C(c1ccccc1F)N1CC(=O)N2[C@H](CO)[C@H](c3ccc(C#Cc4ccccc4)cc3)[C@@H]2C1	15.6	0.0
N#Cc1cccc(-c2ccc3c(c2)[C@@H]2[C@@H](CCN2S(=O)(=O)c2ccc(F)cc2)[C@H](CO)N3)c1	63.0*	0.0
CN(C)C(=O)C[C@H]1CC[C@@H]2[C@H](COC[C@H](O)CN2C(=O)c2ccncc2)O1	-9.0	0.0
O=C(C[C@@H]1CC[C@H](NS(=O)(=O)c2ccc(F)cc2)[C@@H](CO)O1)N1CCN(c2ccccc2)CC1	-19.2	0.0
COc1ccc2c3c([nH]c2c1)[C@H](CO)NCC31CCN(C(=O)c2ccccc2)CC1	-2.4	0.0
COc1ccc(C#Cc2ccc([C@H]3[C@@H](CO)N4C(=O)CN(C(=O)NC(C)C)C[C@@H]34)cc2)cc1	2.4	0.0
CO[C@@H](CN(C)Cc1cc(F)ccc1F)[C@H](C)CN([C@H](C)CO)S(=O)(=O)c1ccc(C)cc1	15.9	0.0
CCCN1C[C@@H](C)[C@H](OC)CN(C)C(=O)c2cc(NS(=O)(=O)c3ccccc3)ccc2OC[C@@H]1C	-22.6	0.0
O=C(CCN1CCCCC1)N[C@H]1CC[C@H](CCn2cc(-c3cccc(F)c3)nn2)O[C@@H]1CO	-16.1	0.0
C[C@@H]1CN([C@@H](C)CO)C(=O)c2c(c3ccccc3n2C)-c2ccccc2CO[C@@H]1CN(C)C(=O)[C@@H](Cc1ccccc1)N(C)C	5.5	0.0
CCCNC(=O)C[C@@H]1CC[C@H]2[C@H](COc3ccc(NC(=O)CC)cc3C(=O)N2C)O1	-19.3	0.0
O=C(c1ccccn1)N1CC(=O)N2[C@H](CO)[C@H](c3ccc(C4=CCCC4)cc3)[C@@H]2C1	-9.6	0.0
Cc1cccc(S(=O)(=O)N[C@H]2CC[C@@H](CCNC(=O)Nc3cc(F)ccc3F)O[C@@H]2CO)c1	17.2	0.0
CNC[C@H]1Oc2ccc(NC(=O)NC3CCCCC3)cc2CC(=O)N([C@@H](C)CO)C[C@@H]1C	15.3	0.0
CCC(=O)N[C@H]1CC[C@@H](CC(=O)NCc2ccccc2F)O[C@H]1CO	-6.4	0.0
CC(=O)N1CC[C@@H]2[C@@H](CO)Nc3ccc(-c4ccccc4)cc3[C@@H]21	10.6	0.0
CN(C)CC(=O)N1[C@H](C(=O)Nc2nccs2)[C@@H](CO)[C@@H]2Cn3c(ccc(C4=CCCCC4)c3=O)[C@@H]21	2.2	0.0
O=C(C[C@H]1CC[C@H]2[C@@H](COC[C@@H](O)CN2Cc2nccs2)O1)N1CCC(Cc2ccccc2)CC1	-8.0	0.0
N#C[C@@H]1[C@@H](c2ccc(-c3cccc(F)c3)cc2)[C@@H](CO)N1C(=O)NC1CCCC1	20.7	0.0
COc1cccc(C#Cc2ccc([C@@H]3[C@H](C#N)N(C(=O)c4ccccn4)[C@H]3CO)cc2)c1	-166.1	0.0
Cc1ccccc1S(=O)(=O)N1CCCCN2[C@@H](CO)[C@H](c3ccc(C#CCN(C)C)cc3)[C@@H]2C1	-1.4	0.0
O=C(NCC[C@@H]1CC[C@@H](NC(=O)C2CCOCC2)[C@H](CO)O1)c1cc(Cl)cc(Cl)c1	-5.3	0.0
Cc1noc(C)c1NC(=O)N(C)C[C@H]1OCCCC[C@@H](C)Oc2ccc(NC(=O)Nc3ccc(C(F)(F)F)cc3)cc2C(=O)N([C@H](C)CO)C[C@@H]1C	7.4	0.0
COc1ccc(C[C@@H]2CCc3cnnn3COCCNC2=O)cc1	-106.9	0.0
CN1C(=O)c2cc(NC(=O)C3CCOCC3)ccc2OC[C@H]2O[C@@H](CC(=O)NCC3CCCCC3)CC[C@H]21	-36.7	0.0
COCC(=O)NC[C@@H]1[C@H](c2ccccc2)[C@H](CO)N1C(=O)c1ccccc1	16.6	0.0
COc1ccc(CNC(=O)C[C@H]2CC[C@@H](NC(=O)CN(C)C)[C@H](CO)O2)cc1	-9.2	0.0
COc1ccc(CN2CC3(CN(C(C)=O)C3)c3c(n(C)c4cc(OC)ccc34)[C@H]2CO)cc1	2.4	0.0
O=C(Nc1cccc(F)c1)N1CCCCN2[C@H](CO)[C@@H](c3ccc(C#Cc4cccnc4)cc3)[C@H]2C1	-7.1	0.0
Cc1noc(C)c1NC(=O)N(C)C[C@@H]1Oc2ccc(NC(=O)Cc3cn(C)c4ccccc34)cc2CC(=O)N([C@H](C)CO)C[C@@H]1C	-7.4	0.0
COc1ccc2c3c(n(C)c2c1)[C@@H](CO)N(Cc1cccnc1)CC31CN(C(=O)c2cccnc2)C1	20.3	0.0
N#C[C@@H]1[C@H](c2ccccc2-c2cccc(F)c2)[C@@H](CO)N1C(=O)c1cccnc1	-1.4	0.0
COCC#Cc1ccc([C@H]2[C@H]3CN(Cc4cccnc4)CCCCN3[C@H]2CO)cc1	13.7	0.0
O=S(=O)(c1ccccc1)N1CCCCN2[C@H](CO)[C@@H](c3ccc(C#CC4CCCC4)cc3)[C@H]2C1	1.4	0.0
OC[C@@H]1[C@@H](c2ccc(C#CC3(O)CCCC3)cc2)[C@H]2CN(Cc3cncnc3)CCCCN12	-6.1	0.0
COc1ccc2c3c(n(C)c2c1)[C@@H](CO)N(C(=O)Nc1ccc(F)cc1)CC31CN(C(=O)CN2CCOCC2)C1	22.8	0.0
C[C@H](CO)N1C[C@H](C)[C@H](CN(C)C(=O)c2ccccc2)Oc2cc(-c3cccc(C#N)c3)ccc2S1(=O)=O	16.6	0.1
C[C@@H]1CN([C@H](C)CO)C(=O)CCCn2cc(nn2)CO[C@H]1CN(C)C(=O)CCC(F)(F)F	?	0.0
CCC(=O)N[C@@H]1CC[C@H](CC(=O)NCc2ccccc2F)O[C@H]1CO	-35.8	0.0
C[C@@H]1CCCCO[C@@H](CN(C)Cc2ccncc2)[C@H](C)CN([C@@H](C)CO)C(=O)c2cc(NC(=O)Cc3ccccc3)ccc2O1	-3.1	0.0

The results go on:
compound	DLD1 CTGF mRNA	Pax4 mRNA alpha TC1
CCCN(C)C[C@@H]1Oc2ncc(-c3cccc(OC)c3)cc2C(=O)N([C@H](C)CO)C[C@@H]1C	-21.8	0.1
CN1C(=O)c2cc(NS(C)(=O)=O)ccc2OC[C@H]2O[C@@H](CC(=O)N3CCOCC3)CC[C@H]21	-17.2	0.0
C[C@@H]1CCCCO[C@@H](CN(C)Cc2ccncc2)[C@H](C)CN([C@H](C)CO)C(=O)c2cc(NC(=O)Cc3ccccc3)ccc2O1	-29.8	0.0
CNC(=O)C[C@@H]1CC[C@@H]2[C@H](COc3ccc(NS(=O)(=O)c4ccc(F)cc4)cc3C(=O)N2C)O1	-19.8	0.0
COc1ccc(C[C@H]2CCc3cnnn3COCCNC2=O)cc1	21.4	0.0
COc1ccccc1-c1ccccc1[C@@H]1[C@H](C#N)N(C(=O)CN(C)C)[C@H]1CO	-1.8	0.0
O=C(C[C@@H]1CC[C@H]2[C@@H](COC[C@@H](O)CN2Cc2ccc(C(F)(F)F)cc2)O1)N1CCc2ccccc2C1	1.6	0.0
O=S(=O)(c1cccs1)N1CCCCN2[C@H](C1)[C@@H](c1ccc(/C=C/c3ccccc3)cc1)[C@@H]2CO	-0.8	0.0
Cc1ccc(S(=O)(=O)N(C)C[C@H]2Oc3cc(C#CC4CCCC4)ccc3S(=O)(=O)N([C@H](C)CO)C[C@@H]2C)cc1	-39.3	0.5
O=C(c1cccc(F)c1)N1CC2(C1)[C@@H](c1ccccc1)[C@@H](CO)N2Cc1ccccn1	11.7	nt
CN1C(=O)c2cc(NC(=O)Nc3ccc(Cl)cc3)ccc2OC[C@H]2O[C@H](CC(=O)NCCN3CCCCC3)CC[C@@H]21	-41.0	0.0
O=C(C[C@H]1CC[C@@H]2NC[C@H](O)COC[C@H]2O1)NCc1ccc2c(c1)OCO2	13.0	0.0
COc1ccc2c3c([nH]c2c1)[C@H](CO)N(Cc1ccccn1)CC31CN(Cc2cccc(F)c2)C1	1.3	0.0
CC(=O)N1[C@H](CO)[C@@H](c2ccccc2)[C@@H]1CN(CC1CCC1)C(=O)CN(C)C	-22.9	0.0
O=C(C[C@@H]1CC[C@@H]2[C@H](COC[C@@H](O)CN2C(=O)CCN2CCCCC2)O1)NCc1ccncc1	-11.9	0.0
C[C@H](CO)N1C[C@H](C)[C@H](CN(C)S(=O)(=O)c2cn(C)cn2)OCc2ccccc2-c2ccccc2C1=O	-9.2	0.0
CCN1[C@@H]2Cn3c(ccc(-c4ccccc4OC)c3=O)[C@H]1[C@@H](C(=O)NCc1ccccn1)[C@@H]2CO	-17.8	0.0
COc1ccccc1S(=O)(=O)N(C)C[C@@H]1OCc2ccccc2-c2ccccc2C(=O)N([C@H](C)CO)C[C@H]1C	-8.1	0.0
COc1ccc(NC(=O)N2CC[C@@H]3[C@H]2c2cc(C4=CCCCC4)ccc2N(C)[C@H]3CO)cc1	4.9	0.0
C[C@H](CO)N1C[C@H](C)[C@@H](CN(C)C(=O)Nc2ccc3c(c2)OCO3)OCc2cn(nn2)CCCC1=O	-8.3	0.0
O=C(Nc1ccc(F)cc1)N1CC(=O)N2[C@H](CO)[C@@H](c3ccc(C#Cc4cccnc4)cc3)[C@H]2C1	9.2	0.0
Cc1ccc(-c2ccc([C@H]3[C@H]4CN(C(=O)NC(C)C)CC(=O)N4[C@H]3CO)cc2)cc1	20.8	0.0
CCS(=O)(=O)N1CC2(CN(Cc3ccc4c(c3)OCO4)[C@H](CO)c3c2c2ccc(OC)cc2n3C)C1	-7.0	0.0
CCCC(=O)Nc1ccc2c(c1)C(=O)N(C)C[C@H](OC)[C@H](C)CN(Cc1ccc(F)cc1)[C@@H](C)CO2	-23.4	0.0
O=C(C[C@H]1CC[C@@H](NS(=O)(=O)c2ccc(F)cc2)[C@H](CO)O1)N1CCN(c2ccccc2)CC1	-0.4	0.0

Next section (4 carried over from the part before).
compound	DLD1 CTGF mRNA	Pax4 mRNA alpha TC1
Cc1ccc(-c2ccc([C@H]3[C@H]4CN(C(=O)NC(C)C)CC(=O)N4[C@H]3CO)cc2)cc1	20.8	0.0
CCS(=O)(=O)N1CC2(CN(Cc3ccc4c(c3)OCO4)[C@H](CO)c3c2c2ccc(OC)cc2n3C)C1	-7.0	0.0
CCCC(=O)Nc1ccc2c(c1)C(=O)N(C)C[C@H](OC)[C@H](C)CN(Cc1ccc(F)cc1)[C@@H](C)CO2	-23.4	0.0
O=C(C[C@H]1CC[C@@H](NS(=O)(=O)c2ccc(F)cc2)[C@H](CO)O1)N1CCN(c2ccccc2)CC1	-0.4	0.0
Cc1cc(C(=O)Nc2cccc3c2O[C@H](CN(C)C)[C@H](C)CN([C@H](C)CO)C3=O)n(C)n1	-10.3	0.0
CC(C)(C)[S@@](=O)N1Cc2cc(C(=O)NCCc3ccncc3)nc(-c3cccc(-c4cccc(C#N)c4)c3)c2[C@H]1CCO	67.3*	0.0
CO[C@H]1CC[C@H]2CCOc3c(C#N)cccc3C(=O)N(C)C[C@H](OC)[C@@H](C)C(=O)N(C)C[C@H]1O2	7.0	0.0
CO[C@@H]1CN(C)C(=O)c2cc(NC(=O)C3CCCCC3)ccc2OC[C@@H](C)N(C(=O)c2ccccc2)C[C@@H]1C	9.7	0.0
C[C@H](CO)N1C[C@H](C)[C@@H](CN(C)Cc2cccc(C(F)(F)F)c2)OCc2ccccc2-c2c(n(C)c3ccccc23)C1=O	44.5	0.7
CCN1CC(=O)N2[C@H](C1)[C@@H](c1ccc(Br)cc1)[C@@H]2CO	-8.0	0.0
O=C(Nc1ccc2c(c1)[C@H]1C[C@H](CC(=O)N3CCCCC3)O[C@@H](CO)[C@H]1O2)NC1CCCCC1	-27.1	0.0

Compound activity (PubChem)

Some of the compounds tested; the hit share may differ from the screen's.
